Screening results: PubChem BioAssay, National Center for Advancing Translational Sciences (NCATS)
TGFb inhibitor: blocks TGF-b signaling. HepG2 CAGA-GFP TGF-b/SMAD3 reporter, GFP fluorescence, 18 h; TGF-beta stimulated, 500 pg/mL final. Potency, µM (series often up to 46.1 µM), inactives show at the highest dose activity, negative = inhibition, most hits filed as inhibitors. actives 1.2% (n = 410,000). AID 588855; also: potency is read from the fitted curve at half-maximal effect; % is scaled to controls: 0 for no effect and ±100 for the full control effect; nearly all actives have a fitted effect of over 65% in size
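TGF-beta reporter screen: HEPG2 CAGA-GFP, 1% FBS, 500 pg/mL TGF-beta final, 18 h; per-cell GFP summed per well; curves fitted and categorized by class.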
CCT modulator: cytosolic chaperonin activity modulation; purified chaperonin ATPase assay, HTRF ADP detection, 30 min; activity change, % (test concentration not listed), hits read low; actives 0.3% (n = 360,000); AID 651819; in the data active = activity change below about -30%; also: % is scaled to controls: 0 for no effect and ±100 for the full control effect
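Nucleotide hydrolysis assay: TRiC at 20–40 nM final (set by batch activity) with 10 uM ATP, 30 min at 37 °C, in presence of 76 uM compound. Detection by competitive ADP HTRF, 30 min ambient.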
S2 tox: cell viability loss in ATXN counter-screen. S2 cells (HEK-293 line with an ATXN2-luciferase reporter) viability, CellTiter-Fluor protease fluorescence, 24 h. Potency, µM (doses to about 56.7 µM), hits mostly cytotoxic. actives 0.49% (n = 400,000). AID 651635; also: potency is read from the fitted curve at half-maximal effect; nearly all actives have a fitted effect of over 40% in size
A549 viability: counter-screen for Nrf2 inhibitors: cytotoxicity in A549 cells. A549 ARE-Fluc cells, CellTiter-Fluor viability, 18-24 h. Potency, µM (series often up to 46 µM), inactives show at the top dose activity change, negative = cytotoxicity, actives largely listed as inhibitors. actives 0.16% (n = 390,000); also: potency is read from the fitted curve at half-maximal effect; % is scaled to controls: 0 for no effect and ±100 for the full control effect
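A549 ARE_Fluc cells in 5% FBS OPTI-MEM were exposed to compounds in concentration-response for 18-24 h at 37 deg C. Viability was read by CellTiter-Fluor fluorescence (Ex 405/Em 525) after 30 min, before the luciferase read.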
Nrf2 block: Nrf2 pathway inhibition; A549 ARE-Fluc reporter, luciferase luminescence, 18-24 h; Potency, µM (top dose mostly 46 µM), inactives show top-dose activity change, negative = inhibition, hits mostly inhibitors; actives 2.1% (n = 360,000); AID 504444; also: potency is read from the fitted curve at half-maximal effect; % is scaled to controls: 0 for no effect and ±100 for the full control effect; nearly all actives have a fitted effect of over 60% in size
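Cells were seeded and rested 2 h, then exposed to compounds for 18-24 h. CellTiter-Fluor was read first as a viability measure. BugLite was added 15 min before the final luminescent read of ARE-luciferase activity in A549 cells.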
Nrf2 ARE act: activators of Nrf2 (ARE) signaling. AREc32 ARE-luciferase reporter (MCF7-derived line), luminescence, 24 h. Potency, µM (top dose mostly 46.1 µM), without a hit: top-dose activation, actives largely listed as activators. actives 0.31% (n = 410,000). AID 624171; also: potency is read from the fitted curve at half-maximal effect; % of control where 0% means no effect; nearly all actives have a fitted effect of over 65% in size
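Quantitative high-throughput format: AREc32 reporter cells, 1000 per well, received compound by pin transfer and were incubated 24 hr at 37 deg C, 5% CO2, before Steady-Glo luminescence detection.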
Akt phos inh: inhibitors of Akt phosphorylation | Neuro2A IGF-stimulated pAkt S473 HTRF, 20 min; stronger effect = lower value | activity change, % for hits at 50 µM | actives 0.32% (n = 360,000); in the data active = activity change below about -80%; inconclusive = mostly about -51% to -80%; also: % is scaled to controls: 0 for no effect and ±100 for the full control effect
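Single-point screen (50 µM final compound) in Neuro2A cells stimulated 20 min with 6 nM IGF at 37 deg C. After lysis, Ser473-phosphorylated Akt read by HTRF (ex 330 nm, em 615/665 nm) as the 665/615 ratio.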
HepG2 tox: HepG2 cytotoxicity, counter-screen for TGF-b inhibitors | HepG2 CAGA-GFP viability, ATP luminescence, 18 h | Potency, µM (top dose mostly 46.1 µM), without a hit: at the highest dose activity change, negative = cytotoxicity, actives largely listed as cytotoxic | actives 0.76% (n = 410,000) | AID 588856; also: potency is read from the fitted curve at half-maximal effect; some results filed as inactive show a strong effect at the top dose
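CellTiter-Glo luminescence gave cytotoxicity after 18 hours at 37 degrees C. The cells were HepG2 CAGA-GFP in 1% FBS DMEM, stimulated with 500 pg/mL TGF-beta after compound addition. %Activity was normalised to no-cell wells (complete cell-killing) and DMSO (no toxicity), and curves were fitted and classified.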
MmCpn inh: inhibitors of Methanococcus maripaludis chaperonin (MmCpn). purified Mm-Cpn ATPase, ADP Transcreener TR-FRET. Potency, µM (highest dose often 76.9 µM), for the others: top-dose activity, negative = inhibition, actives largely listed as inhibitors. actives 0.031% (n = 330,000); also: potency is read from the fitted curve at half-maximal effect; % is scaled to controls: 0 for no effect and ±100 for the full control effect; nearly all actives have a fitted effect of over 80% in size
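Quantitative HTS used 25 nM Mm-CPN and 10 uM ATP in magnesium/KCl Tris buffer, pH 7.4, with 1 mM DTT. Hydrolysis ran 30 min at 37°C; ADP was read by HTRF.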
* marks the source's active call; other numbers are inactive results; i = inactive; ? = inconclusive; / = not tested or not shown; & = joins results of further samples; [ ] = remark or other dose. Unless noted, calls follow the shape of the dose curve; as a rule, active = well fitted curve in the direction sought with a large enough effect; inconclusive = small, poorly fitted or top-dose-only effect, or another doubt; inactive = no such curve, though single readings can be large; an effect the other way counts as inactive or inconclusive.

SMILES	TGFb inhibitor	CCT modulator	S2 tox	A549 viability	Nrf2 block	Nrf2 ARE act	Akt phos inh	HepG2 tox	MmCpn inh
CCOC(=O)C1CCN(C(=O)COc2cc(C)c(Br)c(C)c2)CC1	4%	-2.0	i	-1%	-10%	1.5%	i	-3%	3%
Cc1nn2c(-c3ccccc3)ccnc2c1Br	2%	0.3	i	0%	15%	4.4%	i	-24%	-1%
O=[N+]([O-])c1ccc2c(c1)C=C1CCCCC1(N1CCCCC1)O2 (stereo unspecified)	-42%	0.9	i	-1%	8%	0.2%	i	4%	-1%
O=C(Nc1ccncc1)Nc1ccc(Cl)cc1	?	0.2	i	1%	22%	0.5%	i	-28%	3%
COc1ccc(C(CNC(=O)c2oc3cc(C)c(C)cc3c2C)N2CCCCC2)cc1 (stereo unspecified)	-2%&-2%	-1.2	i	7%&8%	10%&16%	0.5%&2.6%	i	-1%&-2%	1%
COc1ccc(C(=O)Nc2c(N)nc(SCC(=O)NCC3CCCO3)[nH]c2=O)cc1OC (stereo unspecified)	1%	-1.4	?	-12%	5%	0.1%	i	2%	1%
COc1cccc(Nc2nnc(SCc3cc([N+](=O)[O-])cc4c3OCOC4)s2)c1	-12%	-4.8	i	-7%	/	-0.2%	i	7%	3%
Cc1ccc(CCNC(=O)C2CC(=O)N(CCc3ccccc3)C2)cc1 (stereo unspecified)	5%&3%	-2.1	i	-1%&8%	-11%	-0.9%&-1.3%	i	11%&5%	2%
COc1ccccc1CNC(=O)Cn1ncc2c3ccccc3n(Cc3ccccc3C)c2c1=O	-1%	/	i	5%	4%	0.3%	/	-13%	/
Cc1ccc(NC(=O)CCS(=O)(=O)c2ccc3nc(C)sc3c2)c(C)c1	-11%	/	/	2%	?	0.1%	/	-22%	/
O=C(NCc1ccc(Cl)cc1)c1cnc(N2CCOCC2)c2ccccc12	?	/	/	0%	/	1.0%	/	-30%	/
Cc1oc(-c2ccccc2Cl)nc1CSCC(=O)NC1CCCC1	19%	1.2	i	8%	0%	-0.4%	i	-18%	0%
CCC1CCCCN1C(=O)COC(=O)c1cncc(Br)c1 (stereo unspecified)	-5%	0.2	i	/	/	-0.8%	i	7%	/
Cc1ccn(CCSCC(=O)O)n1	4%	-2.5	i	-3%	1%	0.0%	i	-18%	2%
CN(CC(=O)Nc1c(Cl)cccc1Cl)CC(=O)N1CCc2ccccc21	-19%	0.2	?	/	/	-1.0%	i	-25%	/
CCOC(=O)c1ccsc1NC(=O)CCS(=O)(=O)c1ccccc1	-19%	-8.7	i	1%	15%	?	i	-45%	-8%
O=S(=O)(c1c(F)cccc1F)N1CCN(C(=S)NCc2ccc3c(c2)OCO3)CC1	1%	1.5	i	-5%	?	0.2%	i	-11%	-2%
CN1CCN(NC(=O)Nc2ccc(Br)cc2Cl)CC1	0%	1.0	i	4%	1%	0.6%	i	-22%	-3%
Cc1cc(N2CCCN(C)CC2)nc2cc(Cl)ccc12	29%	-3.3	i	?	4%	5.8%	i	-46%	1%
C(#CC12CC3CC(CC(C3)C1)C2)CN1CCOCC1	-1%	0.3	i	4%	-5%	-0.1%	i	-3%	1%
COC(=O)CSc1cc(C(=O)c2nccn2C)c2ccccc2n1	-3%	-3.2	i	-10%	-5%	0.0%	i	-10%	-5%
Cc1cccc(C(=O)NCC(c2ccco2)S(=O)(=O)c2cccs2)c1 (stereo unspecified)	-20%	/	/	-2%	/	4.0%	/	-15%	/
O=S(=O)(/N=C(/Nc1ccc(Cl)c(S(=O)(=O)N2CCOCC2)c1)c1ccc(F)cc1)c1ccccc1	-20%	-0.5	i	1%	-13%	-1.0%	i	-8%	0%
CCC(C)c1ccccc1NC(=O)CN1CCN(C/C=C/c2ccccc2)CC1 (stereo unspecified)	3%	-2.4	i	0%	0%	0.6%	i	-10%	-1%
O=C(NCCS(=O)(=O)NCc1cccs1)c1ccccc1	9%	0.6	i	/	/	0.0%	i	-1%	/
CS(=O)(=O)c1ccc(NS(=O)(=O)c2ccc3ccccc3c2)cc1	10%	-0.1	i	0%	-19%	-0.5%	i	-15%	0%
C=CCNC(=S)NNC(=O)CSc1nc2ccccc2s1	-1%	-2.4	i	-1%	-5%	2.4%	i	0%	-3%
CC1CCCCC1NC(=O)CCCn1c(=S)[nH]c2ccsc2c1=O (stereo unspecified)	-1%	-1.2	i	-1%	10%	-0.8%	i	8%	3%
CCOC(=O)Cc1csc(NC(=O)c2cc(C)c(C)s2)n1	?	-1.6	i	-1%	-4%	4.6%	i	-5%	-4%
Cc1ccc2nc3nc(NCC4CCCO4)c(C(=O)NC4CCCC4)cc3c(=O)n2c1 (stereo unspecified)	17%	1.4	/	?	23%	-0.4%	i	6%	1%

3 of the entries above in order of the MmCpn inh value, rising:
compound	MmCpn inh
C=CCNC(=S)NNC(=O)CSc1nc2ccccc2s1	-3%
CCC(C)c1ccccc1NC(=O)CN1CCN(C/C=C/c2ccccc2)CC1 (stereo unspecified)	-1%
CC1CCCCC1NC(=O)CCCn1c(=S)[nH]c2ccsc2c1=O (stereo unspecified)	3%

Next section:
SMILES	TGFb inhibitor	CCT modulator	S2 tox	A549 viability	Nrf2 block	Nrf2 ARE act	Akt phos inh	HepG2 tox	MmCpn inh
CCN(CC)Cc1c(O)c(Cl)cc2c3c(c(=O)oc12)CCCC3	2%	-0.1	i	18%	14%	2.8%	i	15%	-9%
CCC(=O)N1CCc2cc(CNC(=O)Nc3cc(Cl)ccc3C(=O)OC)ccc21	?	/	i	3%	/	-0.7%	/	-25%	/
COCCn1c(SCC#N)nnc1-c1ccccc1	22%	-1.9	i	-2%	2%	-0.7%	i	-1%	0%
CCOC(=O)c1c(NC(=O)COC(=O)c2nc(Cl)ccc2Cl)sc2c1CCC2	-2%	0.7	i	-2%	3%	0.2%	i	-3%	-1%
CC(=O)Nc1cccc(NC(=O)c2ccccc2OCc2ccccc2)c1	3%	-0.9	i	-1%	23%	-0.5%	i	-24%	-10%
C=CCn1c(C)c(C(C)=O)c(N2CCN(C(c3ccccc3)c3ccccc3)CC2)nc1=S	?	-1.2	?	-8%	?	-0.9%	i	-24%	?
Cc1[nH][nH]c(=O)c1C(c1ccc(Br)cc1)c1c(C)[nH][nH]c1=O	3%	-5.2	i	-2%	7%	0.1%	i	0%	0%
CCOC(=O)[C@@H]1CCN(Cc2ccccc2)C[C@H]1c1ccccc1	-4%	-6.0	i	1%	7%	-0.1%	i	0%	2%
CN1CCC(=NNC(=O)CSc2ccc(Cl)cc2)CC1	-11%	2.2	i	2%	2%	0.5%	i	-53%	-2%
COc1ccc(Nc2ncc(C(=O)Nc3cc(Cl)c(OC)cc3OC)c3ccccc23)cc1	-2%	/	i	0%	-6%[9.27 µM]	-0.4%	/	-9%	/
O=C(O)c1ccc(NS(=O)(=O)c2ccc(Cl)c(Cl)c2)cc1O	6%	1.2	i	-2%	/	-0.6%	i	7%	-1%
Cc1cc(C)cc(NC(=O)COC(=O)Cc2ccccc2F)c1	-10%	-2.3	i	8%	0%	0.2%	i	-9%	?
NS(=O)(=O)c1ccc(-c2c(-c3ccccc3)sc3ccccc23)cc1	?	1.0	i	0%	7%	1.1%	i	-19%	?
c1ccc(C2Nc3ccccc3-c3nc4ccccc4n32)cc1 (stereo unspecified)	-6%	1.2	i	?	?	4.6%	i	-29%	-6%
CCOC(=O)c1sc(NC(=O)CSc2nncs2)c(C(=O)OCC)c1C	-3%	-1.1	i	7%	/	-0.4%	i	3%	1%
Cc1ccc(-c2cc(C(=O)N(C)CC(=O)Nc3ccccc3Br)c3ccccc3n2)o1	12%	1.0	i	-4%	6%	4.9%	i	-4%	-17%
O=[N+]([O-])c1cc2ncccc2c2ncccc12	-14%	-1.6	?	/	/	?	i	-20%	/
CCOc1ccc(OCCCC(=O)Nc2cc(Cl)ccc2-n2cncn2)cc1	23%	-0.1	i	0%	-22%	0.3%	i	11%	0%
C[C@H](CO)N1C[C@H](C)[C@@H](CN(C)Cc2ccc(Cl)c(Cl)c2)Oc2c(NC(=O)C3CC3)cccc2C1=O	?	-2.9	/	?	?	-1.3%	i	-40%	2%
COc1ccc(S(=O)(=O)N2CCOCC2)cc1Br	0%	-0.5	i	-1%	-1%	-0.1%	i	10%	-1%
N#Cc1ccc(-c2nc3c4ccccc4ccn3c2Cc2ccccc2C(F)(F)F)cc1	?	0.6	i	/	/	23%	i	-16%	/
CCOc1cc(-c2nc(-c3ccccc3OC)no2)cc(OCC)c1OCC	6%	-0.1	i	0%	-5%	0.3%	i	-2%	2%
CCN(CC)CCNC(=O)c1nn(-c2ccc(C)cc2)c(=O)c2c1c1ccccc1n2C	-21%	-0.5	i	-11%	2%	0.2%	i	-5%	-1%
O=C(COc1cccc(F)c1)Nc1nc(-c2ccncc2)cs1	9%	-0.1	i	1%	-11%	4.3%	i	-6%	0%
O=C(CSc1nnc(NC(=O)c2ccc(F)cc2F)s1)NC1CCCC1	-1%	0.7	i	-6%	-23%	1.9%	i	-19%	?
CC(C)=CCN1CCN(Cc2cn(C(C)C)c3ccccc23)CC1CCO (stereo unspecified)	5%	1.8	i	-12%	1%	-0.3%	i	-15%	-1%
Cc1c(Cl)cccc1NC(=O)c1cccc(NC(=O)N2CCSc3ncccc32)c1	0%	/	/	-3%	?	1.0%	/	-20%	/

Compounds were not picked by outcome; about 4.4% have a hit in one of these screens.
